NPYLR7 ag = mosquito NPYLR7 agonism | 270,000 compounds, 0.15% hits | activation, % at 10 µM | HEK293T NPYLR7/Galpha15, GCaMP6s calcium fluorescence; in the data active = activation above about 40%;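 note: 0% = vehicle and 100% = reference agonist at the receptor; some compounds past the cut are filed as inactive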
mcGAS lum = inhibitors of mouse cGAS; Q8C6L5; inhibition, % at 12.5 µM; 160,000 compounds, 0.15% hits; AID 1259399; recombinant cGAS, Kinase-Glo ATP depletion luminescence;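 note: 0% = negative control wells and 100% = reference inhibitor with no enzyme activity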
hcGAS lum = inhibitors of human cGAS; recombinant h-cGAS, ATP depletion, Kinase-Glo luminescence; inhibition, % at 12.5 µM; 290,000 compounds, 0.081% hits; AID 1259398;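 note: 0% = vehicle reaction and 100% = reaction without DNA for no activity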
Target sequence (Q8N884 whole entry, looked up): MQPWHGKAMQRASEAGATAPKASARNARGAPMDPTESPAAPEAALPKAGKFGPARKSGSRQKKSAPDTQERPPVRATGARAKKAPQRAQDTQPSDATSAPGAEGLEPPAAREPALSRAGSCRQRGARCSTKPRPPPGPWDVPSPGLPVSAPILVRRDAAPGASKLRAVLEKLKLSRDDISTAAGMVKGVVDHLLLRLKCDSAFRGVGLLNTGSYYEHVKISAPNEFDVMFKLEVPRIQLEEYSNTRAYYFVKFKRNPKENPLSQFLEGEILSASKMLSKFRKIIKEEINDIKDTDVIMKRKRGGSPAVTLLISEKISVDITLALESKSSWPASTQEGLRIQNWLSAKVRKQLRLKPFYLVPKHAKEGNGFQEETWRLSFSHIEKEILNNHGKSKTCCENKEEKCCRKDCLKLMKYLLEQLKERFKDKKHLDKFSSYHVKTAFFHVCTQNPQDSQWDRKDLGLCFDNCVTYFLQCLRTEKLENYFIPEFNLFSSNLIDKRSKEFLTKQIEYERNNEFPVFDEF
An asterisk follows results filed as active; nt = no result given; & = joins results of further samples. Cut-off read from the data, not from the text of the source, unless noted: active = inhibition above about 40%; inactive = the rest.

The first 19 records (preview)
SMILES	NPYLR7 ag	mcGAS lum	hcGAS lum
NC(=O)CN1CCOc2cc(Br)c(Cl)cc21	-5	nt	-4
CCc1nc2n(n1)C(=O)C(C(c1ccc([N+](=O)[O-])cc1)N1CCCCC1)S2 (stereo not given)	-2	-6	-4
CC(SC1=C(C#N)C(C)(C)C(C#N)C(=O)N1)C(=O)N(C)c1ccccc1 (stereo not given)	1	nt	-9
Cc1cc(-c2cccc(Cl)c2)ccc1NC(=O)CNC(N)=O	3	nt	-4
C#CCOCC(O)CN(Cc1ccc(F)cc1)Cc1ccc(OC)c(OC)c1 (stereo not given)	0	-3	2
COc1cccc(-n2cc(C(C)NC(=O)Cc3cc(C)no3)cn2)c1 (stereo not given)	7	nt	-3
Cc1ccc(NC(=O)Nc2ccc(N3CCCC3)c(C(=O)NC3CC3)c2)c(C)c1	-3	0	1
O=C(c1csc2c1CCCC2)N1CCOc2ccc(CN3CCN(c4ccccn4)CC3)cc2C1	6	-25	-6
Cc1cccc(S(=O)(=O)N2CCN(c3ccc(-n4ccc(C)n4)nn3)CC2)c1	-5	-9	-6
Cc1cc(C(=O)N(CCCN(C)C)c2nc3c(F)cc(F)cc3s2)on1	1	nt	-6
O=C(Nc1ccc(S(=O)(=O)NC2=NCCC2)cc1)c1cc(Cl)cc(Cl)c1	0	-2	-1
CCCN(Cc1cccn1Cc1ccc(C(=O)NCCN2CCCCC2)o1)C(=O)c1ccccc1C	25	nt	-5
COc1ccc(-c2nn(-c3ccccc3)cc2CN2CCN(CCC(N)=O)CC2)c(F)c1	14	-9	-8
Cc1cc(C)cc(C(O)C(F)(F)F)c1 (stereo not given)	4&4	-16	-3&-8
CCOC(=O)C1CCCN(c2nc(CCc3ccccc3)nc3sc(C)c(C)c23)C1 (stereo not given)	nt	-10	-9
COc1ccc(Cl)cc1-n1ccc2c(cnc3nc(SC)nn32)c1=O	2	nt	-6
CN1c2ccccc2C(=O)N(Cc2ccco2)C1c1cccc(O)c1 (stereo not given)	-3	nt	-8
O=C(O)c1cccc(CC2CCN(C(=O)c3cccc4nccnc34)C2)c1 (stereo not given)	3	-7	-1
Cc1nc(-c2ccccc2)oc1C(=O)Nc1cc(Cl)ccc1F	-4	nt	4

This part in full, from the start:
SMILES	NPYLR7 ag	mcGAS lum	hcGAS lum
NC(=O)CN1CCOc2cc(Br)c(Cl)cc21	-5	nt	-4
CCc1nc2n(n1)C(=O)C(C(c1ccc([N+](=O)[O-])cc1)N1CCCCC1)S2 (stereo not given)	-2	-6	-4
CC(SC1=C(C#N)C(C)(C)C(C#N)C(=O)N1)C(=O)N(C)c1ccccc1 (stereo not given)	1	nt	-9
Cc1cc(-c2cccc(Cl)c2)ccc1NC(=O)CNC(N)=O	3	nt	-4
C#CCOCC(O)CN(Cc1ccc(F)cc1)Cc1ccc(OC)c(OC)c1 (stereo not given)	0	-3	2
COc1cccc(-n2cc(C(C)NC(=O)Cc3cc(C)no3)cn2)c1 (stereo not given)	7	nt	-3
Cc1ccc(NC(=O)Nc2ccc(N3CCCC3)c(C(=O)NC3CC3)c2)c(C)c1	-3	0	1
O=C(c1csc2c1CCCC2)N1CCOc2ccc(CN3CCN(c4ccccn4)CC3)cc2C1	6	-25	-6
Cc1cccc(S(=O)(=O)N2CCN(c3ccc(-n4ccc(C)n4)nn3)CC2)c1	-5	-9	-6
Cc1cc(C(=O)N(CCCN(C)C)c2nc3c(F)cc(F)cc3s2)on1	1	nt	-6
O=C(Nc1ccc(S(=O)(=O)NC2=NCCC2)cc1)c1cc(Cl)cc(Cl)c1	0	-2	-1
CCCN(Cc1cccn1Cc1ccc(C(=O)NCCN2CCCCC2)o1)C(=O)c1ccccc1C	25	nt	-5
COc1ccc(-c2nn(-c3ccccc3)cc2CN2CCN(CCC(N)=O)CC2)c(F)c1	14	-9	-8
Cc1cc(C)cc(C(O)C(F)(F)F)c1 (stereo not given)	4&4	-16	-3&-8
CCOC(=O)C1CCCN(c2nc(CCc3ccccc3)nc3sc(C)c(C)c23)C1 (stereo not given)	nt	-10	-9
COc1ccc(Cl)cc1-n1ccc2c(cnc3nc(SC)nn32)c1=O	2	nt	-6
CN1c2ccccc2C(=O)N(Cc2ccco2)C1c1cccc(O)c1 (stereo not given)	-3	nt	-8
O=C(O)c1cccc(CC2CCN(C(=O)c3cccc4nccnc34)C2)c1 (stereo not given)	3	-7	-1
Cc1nc(-c2ccccc2)oc1C(=O)Nc1cc(Cl)ccc1F	-4	nt	4
Cc1[nH]c(=O)n(C)c(=O)c1CCC(=O)Nc1ccccc1C(N)=O	-7	-2	2
COc1cc(C2CN(C(=O)CC(C)(C)C)CC2C(=O)NCC(C)C)cc(OC)c1OC (stereo not given)	7	nt	1
COc1ccc(C(CC(=O)NCCCN2CCOCC2)c2cn(C)c3ccccc23)cc1OC (stereo not given)	nt	0	2
COc1ccc(Cl)cc1C(=O)Nc1ccnc(C(=O)N(C)C)c1	-2	nt	-6
Cc1nc(NC2CCCCCC2)cc(C2CCCNC2)n1 (stereo not given)	nt	-4	-2
Cc1ccccc1/C(=C1\OC(=O)c2ccccc21)[N+](=O)[O-]	1	-7	-7
C=C(C)Cn1c(=O)c2c(nc3n2CCCN3c2cccc(Cl)c2C)n(C)c1=O	1	-9	-5
CC1Cc2nc(SCC(=O)NCc3ccc(F)cc3)n(C)c(=O)c2S1 (stereo not given)	-3	nt	-1
Cc1cccc(C(=O)NC(C(=O)N2CCCCC2)C2CCN(C(=O)c3ccc(C(F)(F)F)cc3)CC2)c1 (stereo not given)	3	-6	-7
COc1cc(C)c(C)cc1S(=O)(=O)NCCc1csc2nc(-c3cccs3)nn12	6	-7	-3
Cc1ccc2nc(NC(=O)CSc3nnc4ccc(-c5ccccn5)nn34)sc2c1	-10	-7	-5
Cc1ccc(CSc2nc3c(c(=O)n2Cc2ccccc2)SCC3)cc1	-14	-1	2
O=C(c1ccc2c(c1)OCO2)N(Cc1ccccc1)Cc1c(-c2ccccc2)noc1N1CCCC1	3	-4	-13
CCOCCCn1ccnc1-c1cc2ccccc2n(C)c1=O	5	nt	-4
CCC(NC(=O)NCc1cccnc1N(C)C)c1nc(C)cs1 (stereo not given)	7	nt	-7
CCOC(=O)C1(CCc2ccccc2)CCN(C(=O)c2cnc(C)cn2)CC1	15	-3	-5
CC(c1ccccc1)N(Cc1cccc(F)c1)Cc1nc(C(=O)N2CCOCC2)co1 (stereo not given)	5	0	-2
CCOC(=O)CCNC(=O)N1CCN(Cc2nnnn2-c2ccc(F)c(F)c2)CC1	0	-6	0
Cc1ncc(CN2CCc3ccc(NC(=O)Cc4ccccc4F)cc3C2)s1	-13	-3	-4
O=[N+]([O-])c1cc2c(c(COc3ccc(Cl)c(Cl)c3)c1)OCOC2	4	nt	-4
COC(=O)c1ccccc1NC(=O)N1CCC2(CC1)CNC(=O)C2	-5	-1	3

Whole records as entered above. Order of values: NPYLR7 ag, mcGAS lum, hcGAS lum
Entry for CCC(NC(=O)NCc1cccnc1N(C)C)c1nc(C)cs1 (stereo not given) : 7, nt, -7
Entry for C=C(C)Cn1c(=O)c2c(nc3n2CCCN3c2cccc(Cl)c2C)n(C)c1=O : 1, -9, -5

New compounds follow:
SMILES	NPYLR7 ag	mcGAS lum	hcGAS lum
O=C(CSCC1CC1)N1CCC2(CCCN(C3CCOCC3)C2=O)C1 (stereo not given)	nt	-6	-11
Cc1cc(N2CCN(C(=O)Nc3nc(-c4ccccc4)ns3)CC2)cc(C)n1	13	-9	-2
Cc1ccc2c(c1)C(N1CCCC1=O)CC(c1ccco1)N2 (stereo not given)	-6	nt	-11
CCOc1ccc(-n2c(SC(CC)C(=O)OC)nc3c(c2=O)SCC3)cc1 (stereo not given)	0	-3	10
CC1(C)C(=O)Nc2ccccc2N1C(=O)CSc1ncc2ccccn12	nt	-8	-6
Cc1nn(CCCC(=O)NC(C)C)c(=O)c2cc3sccc3n12	1	2	2
CC1CCCC(C)N1C(=O)c1scc2c1OCCO2 (stereo not given)	-1	nt	-5
Cc1ccccc1C1c2ccsc2CCN1CC(=O)N1CCN(C(=O)CC(C)(C)C)C(C)C1 (stereo not given)	8	-4	1
CCN(CC)S(=O)(=O)c1ccc2c(c1)nc(SCc1ccc(C(F)(F)F)cc1C(F)(F)F)n2CC1CCCO1 (stereo not given)	24	-2	-4
NC(=O)C1(C(=O)N(CCN2CCCCC2)CC2CCCN(C3CCCC3)C2)CC1 (stereo not given)	4	nt	-8
O=C1C(c2ccccc2Br)=Nc2ccccc21	0	nt	-1
O=C(NCCc1ccc(Cl)cc1Cl)c1ccc(CSc2nc(Cl)cc(N3CCN(c4cccc(C(F)(F)F)c4)CC3)n2)cc1	15	-4	-4
Cc1nc(-c2ccc(Cl)cc2)nc(N2CCN(C(=O)c3cccc4ccccc34)CC2)c1C	-6	-4	-7
O=C(CCCn1nc(-c2cccs2)ccc1=O)Nc1ccc(Oc2ccccc2)cc1	1	-9	-4
Cc1ccc(Cn2c(CN3CCC(CN)C3)nc3ccccc32)cc1 (stereo not given)	8	nt	-1
CCN(CC(C)C#N)Cn1nc(-c2ccccc2)oc1=O (stereo not given)	6	nt	-6
COCCN(CCC#N)C(=O)c1nn(-c2ccccc2F)c(C)cc1=O	3	nt	-5
CCCCN(Cc1cccn1Cc1ccccc1C)C(=O)CC(C)C	14	-5	-3
O=C(NCCN1CCOCC1)c1coc(CN(Cc2cccc(Cl)c2)Cc2cccc(C(F)(F)F)c2)n1	18	-5	-3
CN1CCC(Cc2noc(-c3cccc(Oc4ncccn4)c3)n2)CC1	3	-12	-8
Cc1ccc(C)c(Cn2ccnc2CN(C(=O)c2ccc(Cl)cc2)C2CC2)c1	20	-6	-6
CCOC(=O)C(NC(=O)C1CCC1)c1cccc(O)c1 (stereo not given)	-5	-12	-10
Cc1cc(CNc2nc3nonc3nc2N2CCCCCC2)nn1C	6	nt	-5&-2
CN(C)CCNC(=O)c1ccc(CSc2nc(N(C)C)cc(C(F)(F)F)n2)cc1	6	-4	2
CN(C)CCCN(C(=O)c1cccs1)c1nc2ccc(F)cc2s1	1	-6	-4
CCOc1ccc(NC(=O)CSc2nnc(NC(=O)CC34CC5CC(CC(C5)C3)C4)s2)cc1	-5	nt	1
C=CCOCC(O)CN(CCOC)Cc1nc2sc(C(C)C)cc2c(=O)[nH]1 (stereo not given)	13	-4	-7
Brc1ccc(-c2noc(-c3ccncc3)n2)o1	0	nt	-8
COc1cccc(COC(CN2CCN(C(=O)C(C)Oc3ccccc3)CC2)c2ccc(Cl)cc2)c1 (stereo not given)	-2	-6	-4
CN(C)C(=O)Cc1nc(CN2CCN(CCO)CC2)cs1	4	nt	-11
COc1nccnc1N1CCC(CO)(CCc2ccccc2)CC1	25	-11	-4
CCCNC(=O)Cn1nc2c(c1NC(=O)c1cnccn1)CSC2	-9	-10	-3
CCn1ncc(Cl)c1C(=O)NC(C)c1ccccc1 (stereo not given)	7	nt	-2
CC1CN(C)CCN1CC(=O)NCc1cc(Br)cs1 (stereo not given)	10	-7	-5
CCC(CC)NC1C=CS(=O)(=O)C1 (stereo not given)	16	nt	-6
O=C(NNC(=O)C1(c2cccc(Br)c2)CC1)c1ccccc1Cl	9	-16	-8
FC(F)c1nnc(N2CCCC2)s1	3	-15	-11
CCN1CCN(CCCNS(=O)(=O)c2cc(Br)c(Br)s2)CC1	2	nt	-5
CC(=O)O[C@@H]1CC[C@@]2(C)C(CC[C@]3(C)C2CC=C2C4CC(C)(C)CC[C@]4(C(=O)O)CC[C@]23C)C1(C)C (stereo not given in full)	nt	-4	-5
CC(CCc1ccco1)Nc1nc(-c2ccncc2)nc2c1CNC2 (stereo not given)	2	-9	-5
CCN(C)S(=O)(=O)NCCOC1CCCCC1C (stereo not given)	1	nt	-8
CC(=O)NCC1=CCCN(C(C)C(=O)Nc2nncs2)C1 (stereo not given)	4	nt	4
O=C1C2C3C=CC(C3)C2C(=O)N1c1n[nH]c(CCc2ccccc2)n1 (stereo not given)	-4	nt	-8
CCOC(=O)CSc1ccc2nnc(-c3cccs3)n2n1	-3	-5	-9
COc1ccc(-c2nnc3ccc(OCCNC(=O)c4ccco4)nn23)cc1	-8	-7	-3
CCc1ccc(S(=O)(=O)c2cnc(SCC(=O)Nc3ccc(C(C)C)cc3)[nH]c2=O)cc1	-4	1	1
C=CCSc1nnc(NC(=O)Cn2cnc3c2c(=O)n(C)c(=O)n3C)s1	0	nt	-4
N#CC(C#N)C=Nc1cccnc1	-6	nt	-7
CC1CSc2ccccc2N1C(=O)Cc1c[nH]c2cc(F)ccc12 (stereo not given)	-1	-8	-3
CCOCCOc1nc(-c2ccccc2C)n(-c2ccc(NC(=O)COCc3ccccc3)cc2)n1	-14	1	6
C[C@H](NC(=O)c1ccc(-n2nc(-c3ccc(Cl)cc3)cc2N)cc1)[C@H](O)c1ccccc1	1	-3	0
CCOC(=O)c1c(-c2ccc(OC)c(OC)c2)csc1NC(=O)CNC(C)(C)C	-1	-1	11
COc1ccccc1-n1c(SCC(=O)O)nnc1C1CC(=O)N(C)C1 (stereo not given)	1	-13	-2
O=C1C2C3C=CC(C3)C2C(=O)N1c1ccc(O)cc1 (stereo not given)	0	-3	-3
COc1cccc(C(CNC(=O)Nc2cc(C)on2)N2CCCC2)c1 (stereo not given)	-5	nt	2
COc1ccc(NCC2(c3ccnc(-c4ccccc4Cl)c3)CC2)cn1	11	-9	-5
COc1ccc(C(=O)N(Cc2ccco2)Cc2cc(NC(=O)c3cccs3)ccc2N(C)C)cc1	23	-9	-8
CN(CC1CC=CCC1)CC1CCN(CCc2ccc(F)cc2)CC1 (stereo not given)	6	-7	-7

Screening results (PubChem BioAssay)
